Bioassay records: PubChem, several laboratories
HUVEC tox TNFa: toxic to HUVEC cells under TNF alpha stimulation | HUVEC TNFalpha-stimulated, Hoechst cell count, imaging | cell count reduction, % at 2 µM | hit rate 0.17% among 93,000 | AID 848;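 active means cell count reduction exceeding the screen mean by over 5 SD, scaled to untreated wells per plate, cut at about 78% in these data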;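 further: cells counted after 24 h of TNF alpha exposure following the 1 h pretreatment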
IL1B cytotox: HUVEC cytotoxicity counter-screen, IL-1B stimulated. hit rate 0.41% among 94,000. cell count reduction, % at 2 µM. HUVEC cell count loss, Hoechst imaging;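 active means cell count reduction more than 3 SD above the screen-wide mean, cut at about 70% in these data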;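 further: normalized per plate to untreated control cells as the no-loss baseline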
PTK2B oligo ant: antagonists of human Pyk2 oligomerization; z-score (the deposit names both 25 µM and 10 µM); Q293 cells, Pyk2 FERM NanoBiT luminescence; hits give low values; hit rate 0.83% among 99,000; AID 1347419;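 active means Z-score of -3 or lower, scaled per plate to the spread of control and sample wells; inactive means z-score above -3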;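 further: negative z-score means lost luminescence so less FERM oligomerization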
Target sequence (Q14289 whole entry, looked up): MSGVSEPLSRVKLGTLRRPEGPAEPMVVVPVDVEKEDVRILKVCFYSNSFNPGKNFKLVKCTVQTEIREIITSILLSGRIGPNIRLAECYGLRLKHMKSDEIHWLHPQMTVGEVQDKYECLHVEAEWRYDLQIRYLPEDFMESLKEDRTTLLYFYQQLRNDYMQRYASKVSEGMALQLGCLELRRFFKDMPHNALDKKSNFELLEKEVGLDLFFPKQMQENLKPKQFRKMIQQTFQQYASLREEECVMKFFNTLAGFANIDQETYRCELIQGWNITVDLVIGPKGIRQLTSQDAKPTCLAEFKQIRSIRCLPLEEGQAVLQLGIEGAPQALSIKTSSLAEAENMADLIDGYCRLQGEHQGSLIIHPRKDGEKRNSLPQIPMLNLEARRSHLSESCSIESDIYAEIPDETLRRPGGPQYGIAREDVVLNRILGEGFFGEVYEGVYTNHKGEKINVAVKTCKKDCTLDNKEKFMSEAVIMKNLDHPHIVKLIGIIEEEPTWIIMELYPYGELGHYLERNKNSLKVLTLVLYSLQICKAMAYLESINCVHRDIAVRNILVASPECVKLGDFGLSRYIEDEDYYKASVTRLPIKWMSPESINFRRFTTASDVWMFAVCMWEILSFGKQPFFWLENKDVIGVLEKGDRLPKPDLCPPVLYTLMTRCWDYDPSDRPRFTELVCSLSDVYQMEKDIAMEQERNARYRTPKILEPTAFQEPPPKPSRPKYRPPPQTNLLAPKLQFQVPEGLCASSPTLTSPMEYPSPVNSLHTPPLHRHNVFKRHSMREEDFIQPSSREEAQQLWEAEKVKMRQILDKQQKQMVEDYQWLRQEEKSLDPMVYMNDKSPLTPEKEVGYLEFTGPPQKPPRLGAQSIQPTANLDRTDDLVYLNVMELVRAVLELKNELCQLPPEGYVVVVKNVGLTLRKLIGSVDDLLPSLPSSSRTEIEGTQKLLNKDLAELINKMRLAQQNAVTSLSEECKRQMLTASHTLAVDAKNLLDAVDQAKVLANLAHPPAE
Fibroblast inh: blocks proliferation of human lung fibroblasts; viability, % at 10 µM; hit rate 1.1% among 85,000; LL 47 human lung fibroblast viability, ATP luminescence; hits give low values;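 active means viability at or below 50% in the single dose screen; inactive means viability above 50%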;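 further: compound exposure lasted 72 h before the ATP readout; 100% = median luminescence of untreated cell-only wells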
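Times – overnight cell rest, 72 h compound treatment at 37 °C · Test system – human lung fibroblast line LL 47, low passage · Amount – 1,150 cells in each well · Controls – cell-only wells, no compound · Doses – 0.1% DMSO in all compound wells · Measured by – CellTiter-Glo luminescence · Buffer or medium – IMEM plus 15% FBS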
Smad3 FoxH1 inh: blocks human Smad3 binding to FoxH1 peptide; P84022; TR-FRET Smad3/Dy647-FoxH1 peptide binding, europium anti-His; inhibition, % at 25 µM; hit rate 0.29% among 88,000;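 active means compounds that reduce the energy-transfer binding signal between the protein and its labelled peptide by more than half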;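 further: 0% = Smad3 plus labelled peptide maximal FRET and 100% = peptide-only background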
VCAM1 TNFa inh: reduces TNF alpha induced VCAM1 expression in HUVEC | HUVEC TNFa-induced VCAM-1 immunofluorescence, high-content imaging | hit rate 0.48% among 95,000 | inhibition, % at 2 µM;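 active means inhibition above the batch mean plus 3 SD, with images confirmed as a hit by eye, cut at about 37% in these data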;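 further: 0% = TNF-stimulated DMSO wells and 100% = unstimulated control wells; not every result past the cut was called active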
HUVEC inhibit: inhibitors of human endothelial cell proliferation. viability, % at 10 µM (by protocol). hit rate 1.1% among 86,000. HUVEC proliferation, CellTiter-Glo luminescence, 72 h; hits give low values;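 active means viability at or below 30%; inactive means viability above 30%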;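 further: 100% = median luminescence of DMSO-only cell control wells on each plate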
H69AR inhibit: blocks growth of human H69AR lung tumor cells; H69AR lung tumor viability, ATP luminescence, 72 h; hits give low values; viability, % at 10 µM; hit rate 6% among 85,000; AID 598;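 active means viability at or below 40%; inactive means viability above 40%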;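 further: multidrug resistant small cell line overexpressing MRP-1 efflux transporter; 100% = mean luminescence of untreated control wells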
F-actin modifier: modifiers of cytoskeleton assembly; hit rate 0.18% among 91,000; inhibition, % at 2 µM; HUVEC TNFa F-actin phalloidin imaging, high content;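 active means inhibition above the batch mean plus 3 SD and confirmed as a hit by visual image inspection, cut at about 30% in these data, passing the limit was not always enough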; further: strong numbers were not always called active
Numbers without * were called inactive; nt = no result given; [ ] = another dose, or the depositor's remark. An excerpt (hit frequency here may not be typical).

Start of the data: the first two compounds as a preview:
Below each compound: HUVEC tox TNFa | IL1B cytotox | PTK2B oligo ant | Fibroblast inh | Smad3 FoxH1 inh | VCAM1 TNFa inh | HUVEC inhibit | H69AR inhibit | F-actin modifier
> COC(=O)CN(c1ccccc1C)S(C)(=O)=O
  -5 | -11 | 1.6 | nt | nt | -3 | nt | nt | -13
> O=c1cc(-c2ccco2)oc2ccc(Cl)cc12
  -11 | -13 | -0.44 | 102 | 6[fluorescence artefact?] | -12 | 102 | 88 | -13

This part in full, from the first entry:
Below each compound: HUVEC tox TNFa | IL1B cytotox | PTK2B oligo ant | Fibroblast inh | Smad3 FoxH1 inh | VCAM1 TNFa inh | HUVEC inhibit | H69AR inhibit | F-actin modifier
> COC(=O)CN(c1ccccc1C)S(C)(=O)=O
  -5 | -11 | 1.6 | nt | nt | -3 | nt | nt | -13
> O=c1cc(-c2ccco2)oc2ccc(Cl)cc12
  -11 | -13 | -0.44 | 102 | 6[fluorescence artefact?] | -12 | 102 | 88 | -13
> CC(C)n1nc(C(=O)NCCc2ccc(S(N)(=O)=O)cc2)c2ccccc2c1=O
  -74 | -20 | -0.25 | 106 | 2 | -54 | 92 | 77 | 15
> C=CCNC(=O)c1ccc2nc(-c3ccccc3)c(-c3ccccc3)nc2c1
  -6 | nt | -1.1 | nt | nt | 18 | nt | nt | -8
> O=C(N/C(=C\c1ccco1)C(=O)N1CCCC1)c1cccs1
  10 | 13 | -0.97 | nt | nt | 7 | nt | nt | 2
> Cc1occc1-c1nnc(SCC(=O)c2cc3ccccc3oc2=O)o1
  -12 | -13 | 0.04 | 93 | 2[fluorescence artefact?] | 17 | 87 | 83 | 12
> Cn1c(=O)cc(OCCCC(=O)NCc2ccc3c(c2)OCO3)c2ccccc21
  -26 | -11 | nt | 97 | 7 | 16 | 86 | 89 | 2
> COc1ccccc1-n1c(=O)c2c3c(sc2n2c(SC)nnc12)CCC3
  2 | 27 | 0.7 | nt | nt | -15 | nt | nt | 12
> COc1cccc(-c2cc(C(F)(F)F)nc(-n3cncn3)n2)c1
  -9 | -38 | 0.14 | 101 | 6 | -12 | 87 | 73 | 8
> CNC(=S)NNC(=O)COc1ccccc1C
  -10 | 10 | 1.3 | nt | nt | 18 | nt | nt | 41
> COc1cc(OC)c(-c2nn3c(-c4ccncc4)nnc3s2)cc1OC
  nt | nt | nt | 89 | 2 | nt | 92 | 74 | nt
> O=C(/C=C/c1ccccc1)c1ccoc1
  -20 | 1 | 2.2 | nt | nt | 6 | nt | nt | -14
> Oc1ccc(-c2csc(NCc3ccco3)n2)cc1
  -10 | -15 | 0.6 | 86 | -1 | 4 | 101 | 57 | 4
> O=C(COc1ccc(Cl)cc1)NCCC1=CCCCC1
  -5 | -37 | 1.2 | nt | nt | 7 | nt | nt | 5
> Cc1[nH]c2ccccc2c1C(=O)CN1CCC(C(N)=O)(N2CCCCC2)CC1
  -6 | -19 | -0.59 | 99 | 4 | 18 | 91 | 85 | -9
> CCn1nc(C)c(/C=N/NC(=O)c2ccc3c(c2)c(C)c(C)n3Cc2ccccc2)c1C
  14 | -12 | -2.2 | nt | nt | -35 | nt | nt | -15
> CC1=NN(c2ccccc2)C(=O)C1C(=O)c1ccc(Cl)cc1 (stereo not drawn)
  5 | -13 | -0.55 | nt | nt | 14 | nt | nt | -5
> CC(Sc1nnc(-c2ccc(Cl)cc2Cl)n1Cc1ccccc1)C(=O)Nc1nccs1 (stereo not drawn)
  3 | -2 | -1.8 | 92 | 7 | -13 | 74 | 55 | 12
> CCOC(=O)Cn1nnnc1CN(Cc1cccs1)Cc1cc2cc(C)ccc2[nH]c1=O
  nt | 3 | -0.51 | 100 | 8 | -57 | 85 | 63 | 11
> COC(=O)Cc1cc(=O)n(-c2nc3ccccc3s2)[nH]1
  nt | -18 | 0.18 | 102 | 12[fluorescence artefact?] | nt | 98 | 92 | nt
> Cn1ccnc1SCC(=O)Nc1cccc(O)c1
  -10 | -7 | 0.84 | 103 | 12 | -12 | 96 | 107 | 2
> COc1ccc(NC(=O)Cn2nnc(C(=O)NCc3ccccc3OC)c2N)cc1Cl
  9 | 4 | 0.2 | nt | nt | 19 | nt | nt | -13
> COc1ccc(NC(=O)CC2C(=O)N(c3ccc(OC)cc3)C(=O)N2CCN2CCN(C)CC2)cc1 (stereo not drawn)
  11 | 2 | 0.47 | 93 | 6 | -1 | 93 | 90 | 2
> CC1(C)c2ccccc2N2CCC(=O)NC21/C=C/c1ccco1 (stereo not drawn)
  7 | 24 | -0.1 | 95 | 7 | 1 | 93 | 90 | 6
> COc1ccc(OC)c(N(CC(=O)NCc2ccncc2)S(C)(=O)=O)c1
  -3 | 13 | 0.45 | 92 | 13 | 12 | 89 | 102 | 7
> O=C(NC1CCSC1=O)c1ccc(Oc2ccc(F)cc2)nc1 (stereo not drawn)
  -15 | -7 | -0.37 | nt | nt | -10 | nt | nt | 13
> O=C(Nc1cccnc1)c1cccnc1
  nt | nt | 1.5 | 95 | -11 | nt | 99 | 45 | nt
> Cc1ccc(CNC(=O)C(=O)NCCCn2ccnc2)cc1
  -10 | 4 | 1.2 | 103 | 1 | 3 | 105 | 102 | -4
> CC(C)CCNC(=O)c1cccc(Cl)c1
  -5 | 6 | 0.28 | 101 | 10 | 2 | 98 | 103 | 4
> CC(CCc1ccc(O)cc1)N(C)CCc1ccccc1 (stereo not drawn)
  -7 | 27 | 0.57 | 98 | 0 | 7 | 85 | 95 | 24
> c1cc2c(cc1C1CCCCC1)c1c3n2CCN=C3CCC1
  8 | -3 | -2.1 | 66 | -1 | 9 | 2.1* | 0.2* | -4
> COc1ccc(-c2csc(N(CCc3ccccc3)C(=O)COc3ccccc3)n2)cc1
  -6 | 5 | 0.32 | nt | nt | -4 | nt | nt | -12
> Cc1c(-c2ccc(F)cc2)[n+](=O)c(-c2ccc(F)cc2)c(C)n1[O-]
  -19 | -1 | -0.92 | 100 | 4 | -4 | 101 | 97 | 10
> Cc1ccc(-c2csc3ncnc(NCCN4CCOCC4)c23)cc1
  8 | 6 | 0.01 | 91 | -5 | 23 | 93 | 27* | 9
> CCOC(=O)N1CCN(C(=O)CC(C(=O)N2CCc3ccccc32)n2ccnc2)CC1 (stereo not drawn)
  -15 | -13 | -0.67 | 107 | 0 | -4 | 91 | 72 | 6
> O=C1OCCC1Sc1nnc(-c2ccc(O)cc2)o1 (stereo not drawn)
  2 | -3 | -1.2 | 105 | -2 | 16 | 104 | 90 | 4
> CCCC(=O)Nc1cc(C)c(NC(=O)C23CC4CC(CC(C4)C2)C3)cn1
  -25 | -24 | -0.58 | 98 | 11 | 0 | 99 | 109 | nt
> NC(=O)CNC(=O)[C@@H]1CC2(CC(c3cccc(Br)c3)=NO2)CN1C(=O)c1ccc(Br)cc1 (stereo partly drawn)
  -6 | -42 | nt | nt | nt | 17 | nt | nt | -2
> CCn1c(SCC(=O)Nc2ccc(S(=O)(=O)Nc3onc(C)c3C)cc2)nnc1-c1ccccc1
  -48 | -11 | -0.05 | 99 | -1 | 6 | 89 | 98 | 4
> CCNc1ccc(Br)cc(C(=O)/C=C/c2ccccc2Cl)c1=O
  -3 | -24 | 0.27 | 40* | 10 | 36 | 7.6* | 2.0* | 1
> COC(=O)c1[nH]c2cccc(C)c2c1NC(=O)CN1CCN(c2ccccc2OC)CC1
  -34 | -12 | 1 | 96 | 7 | -1 | 99 | 74 | 23
> CC(=O)Nc1ccc(S(=O)(=O)N2CCSC2c2ccc(C)cc2)cc1 (stereo not drawn)
  -13 | -4 | -1.8 | 91 | -12 | 1 | 108 | 90 | 15
> CCCN1C(=O)/C(=C2\SC(N3CCCCC3)=NC2=O)c2ccccc21
  -16 | 3 | -2.3 | nt | 3[fluorescence artefact?] | -2 | 89 | 19* | 0
> Cc1cc(N2CCOCC2)nc(SCC(=O)c2ccccc2)n1
  nt | nt | 0.68 | 98 | -2 | nt | 88 | 49 | nt
> O=C(CSc1nnc(-c2ccccc2O)o1)Oc1ccc(OCc2ccccc2)cc1
  2 | -37 | -0.07 | 70 | 35[fluorescence artefact?] | 7 | 50 | 27* | 0

Compound profiles, as listed above:
`CCCC(=O)Nc1cc(C)c(NC(=O)C23CC4CC(CC(C4)C2)C3)cn1` as listed: HUVEC tox TNFa: -25; IL1B cytotox: -24; PTK2B oligo ant: -0.58; Fibroblast inh: 98; Smad3 FoxH1 inh: 11; VCAM1 TNFa inh: 0; HUVEC inhibit: 99; H69AR inhibit: 109; F-actin modifier: nt
`NC(=O)CNC(=O)[C@@H]1CC2(CC(c3cccc(Br)c3)=NO2)CN1C(=O)c1ccc(Br)cc1` (stereo partly drawn) as listed: HUVEC tox TNFa: -6; IL1B cytotox: -42; PTK2B oligo ant: nt; Fibroblast inh: nt; Smad3 FoxH1 inh: nt; VCAM1 TNFa inh: 17; HUVEC inhibit: nt; H69AR inhibit: nt; F-actin modifier: -2
`CCCN1C(=O)/C(=C2\SC(N3CCCCC3)=NC2=O)c2ccccc21` as listed: HUVEC tox TNFa: -16; IL1B cytotox: 3; PTK2B oligo ant: -2.3; Fibroblast inh: nt; Smad3 FoxH1 inh: 3[fluorescence artefact?]; VCAM1 TNFa inh: -2; HUVEC inhibit: 89; H69AR inhibit: 19*; F-actin modifier: 0

(cont.)
Below each compound: HUVEC tox TNFa | IL1B cytotox | PTK2B oligo ant | Fibroblast inh | Smad3 FoxH1 inh | VCAM1 TNFa inh | HUVEC inhibit | H69AR inhibit | F-actin modifier
> O=C(c1ccco1)N1CCN(C(c2ccccc2F)c2nnnn2CC2CCCO2)CC1 (stereo not drawn)
  10 | -22 | 3.3 | 99 | 6 | 10 | 90 | 103 | -18
> CC1(C)Cc2c(cnn2-c2ccccc2)C(=O)/C1=N\NC(=O)c1ccncc1
  -11 | -39 | -0.57 | 95 | -15 | 19 | 97 | 86 | -10
> Cc1cc(C(=O)N2CCC(Cc3ccccc3)CC2)ccc1[N+](=O)[O-]
  1 | -23 | -2.9 | nt | nt | -11 | nt | nt | -1
> Cc1oc(-c2ccccc2)nc1CS(=O)CC(=O)N1CCc2ccccc2C1 (stereo not drawn)
  nt | nt | nt | 93 | -5 | nt | 94 | 86 | nt
> CCOc1ncccc1C(=O)Nc1cccc(C(=O)Nc2cccc(S(=O)(=O)CCO)c2)c1
  0 | 21 | -1.7 | 93 | -6 | -3 | 71 | 30* | 0
> COc1ccc(-c2[nH]nc3c2C(c2ccoc2)C(C#N)=C(N)O3)cc1 (stereo not drawn)
  nt | -31 | 1.3 | 104 | 6 | 6 | 102 | 76 | 7
> Cc1ccc2nc(SCC(=O)NCc3ccco3)c(C#N)cc2c1
  0 | -16 | 0.67 | 96 | -60[fluorescence artefact?] | 20 | 92 | 88 | 3
> Cc1ccc(-c2nc3ncccc3o2)cc1NC(=O)COc1ccccc1
  -15 | -3 | 0.14 | 117 | -12 | 8 | 89 | 81 | nt
> CCOc1ccc2nc(SC(C)C(N)=O)[nH]c2c1 (stereo not drawn)
  -2 | -5 | 1.2 | 93 | 9[fluorescence artefact?] | 0 | 93 | 95 | nt
> CCc1nc(SCc2cccnc2)c2c(=O)n(C)c(=O)n(C)c2n1
  nt | nt | nt | 95 | 10 | nt | 92 | 80 | nt
> COc1cc(C2/C(=C(/O)c3ccc(OCC(C)C)cc3)C(=O)C(=O)N2CCN(C)C)ccc1O (stereo not drawn)
  -14 | -97 | 2.2 | 103 | 4 | -5 | 102 | 107 | -4
> COC(=O)c1ccc(C2c3c(oc4ccc(F)cc4c3=O)C(=O)N2CCO)cc1 (stereo not drawn)
  -5 | nt | -0.23 | 111 | -9 | -4 | 104 | 104 | 9
